Myeloid diff MLP: myeloid differentiation induction; ER-HoxA9 myeloid progenitors, lysozyme-GFP differentiation, flow cytometry; calls only at 10 µM; hit rate 1% among 360,000;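 active = normalized GFP-positive differentiation at or above the plate's own cutoff, the solvent-only control mean plus 3 SD; inconclusive = no clear call, values can overlap the other calls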;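 note: cells exposed to compound for four days before flow analysis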
Salmonella PhoP GFP: inhibitors of PhoP regulon expression, primary screen, Salmonella Typhimurium, GFP reporter (AID 1863); S. Typhimurium PhoP-regulated promoter GFP reporter, 4 h; higher % means a stronger effect; hit rate 0.16% among 300,000; one-dose inhibition, % at 50 µM; IC50 in µM for titrated hits;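 active = inhibition over 29.93%, a cutoff 3 SD above the screen mean, later confirmed by dose response; inconclusive = inhibition over 29.93% but no dose response follow-up; inactive = inhibition at most 29.93% or unconfirmed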;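 note: 0% = low Mg2+ inducing control and 100% = high Mg2+ repressing control; strong numbers were not always called active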
WT yeast gro inh: growth inhibition of WT yeast, mitochondrial fusion screen | mitochondrial fusion phenotypic screen, WT strain | inhibition, % at 10 µM | hit rate 2.1% among 190,000 | AID 1362; in the data active = inhibition above about 58%; tested in S. cerevisiae
T cell HTS: T cell immune modulation candidate | hit rate 0.068% among 330,000 | 2C CD8+ T cell-vesicle binding, flow cytometry; active compounds read low | calls only at 7 µM;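 active = response, share of CD8 T cells binding vesicles, and their 90th percentile fluorescence all below set limits, cut at about 80% in these data, passing the limit was not always enough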
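Incubation: binding step 1.5 h, 37 °C, antibody labelling 20 min, ice; system: murine 2C transgenic CD8+ T lymphocytes; technique: cytometric PE anti-B7-1 and Alexa647 anti-CD8 signals after 1% paraformaldehyde fixation; also added: QL9-charged Drosophila Ld/ICAM-1/B7-1 vesicles; control set: naked versus QL9-loaded vesicles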
Large T inhibition: SV40 large T antigen inhibitors, biochemical (AID 1903) | hit rate 0.39% among 310,000 | inhibition, % at 20 µM, or IC50 in µM where a hit was titrated | SV40 large T antigen ATPase/helicase inhibition assay; higher % means a stronger effect; in the data active = a potency from the dose series; inconclusive = inhibition mostly from about 32% at the one dose, without a potency; inactive = the rest, 99 in 100 with inhibition below about 32%; note: strong numbers were not always called active
West Nile antiviral: West Nile virus antiviral activity, cell-based, CPE readout (AID 1621). hit rate 0.02% among 290,000. West Nile virus-infected cells, CPE inhibition; higher % means a stronger effect. CPE inhibition, % at 10 µM; hits with a dose series show IC50 in µM; in the data active = a potency from the dose series; inconclusive = CPE inhibition mostly from about 3.7% at the one dose, without a potency; inactive = the rest, 99 in 100 with CPE inhibition below about 2.2%; note: strong numbers were not always called active
Rac1 GTP hydrolysis: MgcRacGAP GTPase-activating activity inhibitors, confirmation, biochemical, ADP Hunter fluorescence; inhibition, % at 30 µM; hits with a dose series show IC50 in µM; AID 624330; hit rate 0.6% among 340,000; MgcRacGAP-stimulated Rac1 GTP hydrolysis, ADP Hunter fluorescence; higher % means a stronger effect; GST-tagged Rac1 F28L mutant substrate;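 active = first-screen hits whose inhibition reached a set limit at any dose in the follow-up dose series; inconclusive = inhibition above the set first-screen limit but never retested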;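 note: fluorescence reports GDP produced by GAP-driven GTP hydrolysis; strong numbers were not always called active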
b-catenin transl: modulators of beta-catenin nuclear translocation; HeLa beta-catenin nuclear translocation, immunofluorescence imaging; hit rate 0.3% among 190,000; nuclear translocation activity, % at 5 µM; AID 1665;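 active = nuclear translocation activity above 50% at 5 µM, with a well cell count of 50 or more; inconclusive = wells under 50 cells across six images, flagged as toxic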;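 note: per-cell ratio of nuclear to cytoplasmic median beta-catenin stain intensity; plate controls were DMSO negative control for no effect and GSK-3 inhibitor IX positive control for full effect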
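Technique: fluorescence imaging of beta-catenin antibody stain plus DAPI / Material: human HeLa cell line / Incubation: compound treatment 24 h, 37°C, 5% CO2 / Read-out basis: % activation of per-cell nuclear versus cytoplasmic median beta-catenin signal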
RSV CPE inhibition: inhibition of RSV-induced cytopathic effect – HEp-2 cells, primary 10 µM value included (AID 2391). HEp-2 cells, RSV-induced CPE inhibition; higher % means a stronger effect. one-dose CPE inhibition, % at 10 µM; IC50 in µM for titrated hits. hit rate 0.13% among 310,000; in the data active = a potency from the dose series; inconclusive = CPE inhibition mostly from about 23% at the one dose, without a potency; inactive = the rest, 99 in 100 with CPE inhibition below about 21%; note: strong numbers were not always called active
WT yeast gro inh mutant strain: further read-out of WT yeast gro inh, marked with its call; inhibition, %; mitochondrial fusion phenotypic screen, mutant strain inhibition
b-catenin transl cell count 5 µM: further read-out of b-catenin transl, marked with its call; cell count; measured here: cell count, cytotoxicity flag
T cell HTS vesicle-bound %: second read-out of T cell HTS, no call of its own (marks repeat the call); double positive events, %; measured here: CD8+ vesicle-bound cell fraction;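 binding gate set so that unloaded-vesicle control wells show 10% double positive cells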
Myeloid diff MLP GFP+ MAC1+ %: also measured in Myeloid diff MLP; calls as there; GFP+ MAC1+ double positive, %; measured here: differentiation confirmed by MAC1 staining
The depositor's hits bear a star.

Results for O=C(Cn1ccc(NC(=O)OCc2ccccc2)nc1=O)NCCCn1ccnc1 ?
Myeloid diff MLP: inactive; T cell HTS: inactive; Rac1 GTP hydrolysis: 7.9%; RSV CPE inhibition: 0.2%; T cell HTS vesicle-bound %: 36.5; Myeloid diff MLP GFP+ MAC1+ %: 0.1

What do the screens show for `COc1cccc(N(C(=O)Cn2nnc(-c3cccs3)n2)C(C(=O)NC(C)C)c2ccc(C)o2)c1` (centres undefined)?
Myeloid diff MLP: inactive; Salmonella PhoP GFP: 3.2%; WT yeast gro inh: -10.3; T cell HTS: inactive; Large T inhibition: 6.4%; West Nile antiviral: -0.3%; Rac1 GTP hydrolysis: 4.7%; b-catenin transl: -3.8; WT yeast gro inh mutant strain: 4.3; b-catenin transl cell count 5 µM: 1367; T cell HTS vesicle-bound %: 39.8; Myeloid diff MLP GFP+ MAC1+ %: 1.4

Results for CC1(C)CC(NC(=O)c2cc(COc3cccc(C(F)(F)F)c3)on2)CCO1 (centres undefined) ?
Myeloid diff MLP: inactive; Salmonella PhoP GFP: -6.9%; T cell HTS: inactive; Large T inhibition: 13.8%; West Nile antiviral: -0.2%; Rac1 GTP hydrolysis: 5.5%; RSV CPE inhibition: 0.8%; T cell HTS vesicle-bound %: 20.8; Myeloid diff MLP GFP+ MAC1+ %: 0.0

Results for O=C(NCc1ccc(Cl)cc1)c1cc2ccccn2n1 ?
Myeloid diff MLP: inactive; Salmonella PhoP GFP: 7.2%; WT yeast gro inh: -5.8; T cell HTS: inactive; Large T inhibition: -3.1%; West Nile antiviral: 1.3%; Rac1 GTP hydrolysis: -4.7%; RSV CPE inhibition: 0.6%; WT yeast gro inh mutant strain: 5.1; T cell HTS vesicle-bound %: 41.5; Myeloid diff MLP GFP+ MAC1+ %: 4.1

What do the screens show for `CC(NC(=O)c1ccccc1Cl)C(=O)N1CCN(Cc2ccc3c(c2)OCO3)CC1` (centres undefined)?
Myeloid diff MLP: inactive; T cell HTS: inactive; Rac1 GTP hydrolysis: 2.9%; RSV CPE inhibition: 0.1%; T cell HTS vesicle-bound %: 22.4; Myeloid diff MLP GFP+ MAC1+ %: 0.6

What do the screens show for `COc1ccc(S(=O)(=O)NC(C)C(=O)Nc2ccc3c(c2)OCO3)cc1OC` (centres undefined)?
Myeloid diff MLP: inactive; Salmonella PhoP GFP: 12.4%; T cell HTS: inactive; Large T inhibition: 8.1%; West Nile antiviral: -0.7%; Rac1 GTP hydrolysis: 8.8%; RSV CPE inhibition: 1.0%; T cell HTS vesicle-bound %: 33.6; Myeloid diff MLP GFP+ MAC1+ %: 0.7

How did CCOc1ccc(N2C(=O)CC(SCCN)C2=O)cc1 (centres undefined) do in these assays?
Myeloid diff MLP: inactive; Salmonella PhoP GFP: 7.0%; WT yeast gro inh: 4.5; T cell HTS: inactive; Large T inhibition: 14.0%; West Nile antiviral: 1.2%; Rac1 GTP hydrolysis: 5.5%; b-catenin transl: -1.6; RSV CPE inhibition: 1.3%; WT yeast gro inh mutant strain: -4.1; b-catenin transl cell count 5 µM: 812; T cell HTS vesicle-bound %: 39.0; Myeloid diff MLP GFP+ MAC1+ %: 1.3

Results for CC(C)NC(=O)c1ccc(COCC(F)(F)C(F)F)cc1 ?
Myeloid diff MLP: inactive; Salmonella PhoP GFP: -16.3%; WT yeast gro inh: 7.9; T cell HTS: inactive; Large T inhibition: 7.7%; West Nile antiviral: 0.3%; Rac1 GTP hydrolysis: 2.5%; b-catenin transl: -1.0; RSV CPE inhibition: 3.7%; WT yeast gro inh mutant strain: -25.1; b-catenin transl cell count 5 µM: 1116; T cell HTS vesicle-bound %: 51.0; Myeloid diff MLP GFP+ MAC1+ %: 1.9

What do the screens show for `COc1ccc(CCNC(C(=O)Nc2cc(C)cc(C)c2)c2ccccc2)cc1` (centres undefined)?
Myeloid diff MLP: inactive; Salmonella PhoP GFP: 7.7%; T cell HTS: inactive; Large T inhibition: 22.7%; West Nile antiviral: 0.0%; Rac1 GTP hydrolysis: 2.3%; RSV CPE inhibition: inconclusive; T cell HTS vesicle-bound %: 12.5; Myeloid diff MLP GFP+ MAC1+ %: 2.8

What do the screens show for `CC(=O)CCC(=O)c1ccc2ccccc2c1`?
Myeloid diff MLP: inactive; Salmonella PhoP GFP: -1.2%; WT yeast gro inh: -7.7; T cell HTS: inactive; Large T inhibition: 5.2%; West Nile antiviral: -0.1%; Rac1 GTP hydrolysis: 5.9%; b-catenin transl: 0.0; RSV CPE inhibition: 2.7%; WT yeast gro inh mutant strain: -17.4; b-catenin transl cell count 5 µM: 944; T cell HTS vesicle-bound %: 19.4; Myeloid diff MLP GFP+ MAC1+ %: 0.8

What do the screens show for `C[C@@H](C(=O)Nc1ccc2ccccc2c1)[C@@H]1C[C@@]1(C)[C@@H](NC(=O)c1cnccn1)c1ccccc1`?
Myeloid diff MLP: inactive; Salmonella PhoP GFP: 1.1%; WT yeast gro inh: 2.7; T cell HTS: inactive; Large T inhibition: 10.1%; West Nile antiviral: -0.9%; Rac1 GTP hydrolysis: 7.7%; RSV CPE inhibition: 4.7%; WT yeast gro inh mutant strain: -19.5; T cell HTS vesicle-bound %: 26.2; Myeloid diff MLP GFP+ MAC1+ %: 1.1

How did O=S(=O)(c1ccc(Oc2ccc(Cl)cc2)nc1)N1CCOCC1 do in these assays?
Myeloid diff MLP: inactive; Salmonella PhoP GFP: -10.9%; T cell HTS: inactive; Large T inhibition: 14.6%; Rac1 GTP hydrolysis: 3.2%; RSV CPE inhibition: 2.9%; T cell HTS vesicle-bound %: 23.4; Myeloid diff MLP GFP+ MAC1+ %: 1.3

What do the screens show for `C=CCn1c(SCc2c(F)c(F)c(F)c(F)c2F)nc(O)cc1=O`?
Myeloid diff MLP: inactive; Salmonella PhoP GFP: 4.5%; WT yeast gro inh: 8.6; T cell HTS: inactive; Large T inhibition: 5.2%; West Nile antiviral: 0.3%; Rac1 GTP hydrolysis: 6.5%; b-catenin transl: 1.7; RSV CPE inhibition: 1.7%; WT yeast gro inh mutant strain: -1.4; b-catenin transl cell count 5 µM: 1134; T cell HTS vesicle-bound %: 24.3; Myeloid diff MLP GFP+ MAC1+ %: 8.1

How did Cc1nc(Nc2ccc(Cl)cc2)c(C#N)c(=O)[nH]1 do in these assays?
Myeloid diff MLP: inactive; Salmonella PhoP GFP: 2.9%; T cell HTS: inactive; Large T inhibition: 3.5%; West Nile antiviral: -0.4%; Rac1 GTP hydrolysis: 9.0%; RSV CPE inhibition: 43.6%; T cell HTS vesicle-bound %: 67.5; Myeloid diff MLP GFP+ MAC1+ %: 0.6

Results for CC1=C(C(=O)OC(C)C)C(c2cccs2)NC(=S)N1 (centres undefined) ?
Myeloid diff MLP: inactive; Salmonella PhoP GFP: 3.4%; WT yeast gro inh: -8.1; T cell HTS: inactive; Large T inhibition: 12.5%; West Nile antiviral: -1.1%; Rac1 GTP hydrolysis: 9.1%; b-catenin transl: -1.0; RSV CPE inhibition: 0.9%; WT yeast gro inh mutant strain: -15.9; b-catenin transl cell count 5 µM: 1086; T cell HTS vesicle-bound %: 56.0; Myeloid diff MLP GFP+ MAC1+ %: 0.4

How did Cc1ccc(NC(=O)COC(=O)COc2cccc3c2OC(C)(C)C3)c(C)c1 do in these assays?
Myeloid diff MLP: inactive; Salmonella PhoP GFP: 3.4%; T cell HTS: inactive; Large T inhibition: 13.7%; Rac1 GTP hydrolysis: 6.8%; RSV CPE inhibition: -0.6%; T cell HTS vesicle-bound %: 60.0; Myeloid diff MLP GFP+ MAC1+ %: 0.3

How did O=C(COC(=O)c1ccccc1)Nc1ccc(Cl)cn1 do in these assays?
Myeloid diff MLP: inactive; Salmonella PhoP GFP: -12.2%; WT yeast gro inh: 3.7; T cell HTS: inactive; Large T inhibition: 10.2%; West Nile antiviral: -0.6%; Rac1 GTP hydrolysis: 4.5%; b-catenin transl: -1.5; RSV CPE inhibition: 2.0%; WT yeast gro inh mutant strain: 6.5; b-catenin transl cell count 5 µM: 1052; T cell HTS vesicle-bound %: 34.2; Myeloid diff MLP GFP+ MAC1+ %: 0.3

Results for Nc1c(C(=O)OCC(=O)NCc2ccccc2)[nH]c(=O)[nH]c1=O ?
Myeloid diff MLP: inactive; Salmonella PhoP GFP: -3.1%; T cell HTS: inactive; Large T inhibition: 4.1%; West Nile antiviral: 0.4%; Rac1 GTP hydrolysis: 5.0%; b-catenin transl: 0.7; RSV CPE inhibition: -0.2%; b-catenin transl cell count 5 µM: 1191; T cell HTS vesicle-bound %: 59.2; Myeloid diff MLP GFP+ MAC1+ %: 0.2

What do the screens show for `COC(=O)c1ccc(NC(=O)CSCc2ccc(C)cc2)cc1`?
Myeloid diff MLP: inactive; Salmonella PhoP GFP: -1.4%; WT yeast gro inh: 12.6; T cell HTS: inactive; Large T inhibition: 7.6%; West Nile antiviral: -0.3%; Rac1 GTP hydrolysis: 1.9%; b-catenin transl: 2.0; RSV CPE inhibition: 4.5%; WT yeast gro inh mutant strain: 19.0; b-catenin transl cell count 5 µM: 1087; T cell HTS vesicle-bound %: 9.2; Myeloid diff MLP GFP+ MAC1+ %: 0.5

How did CC(=O)c1c(C)[nH]c(C(=O)COC(=O)c2cc(C)oc2C)c1C do in these assays?
Myeloid diff MLP: inactive; T cell HTS: inactive; Rac1 GTP hydrolysis: 13.7%; RSV CPE inhibition: 0.0%; T cell HTS vesicle-bound %: 39.2; Myeloid diff MLP GFP+ MAC1+ %: 0.9

How did COc1ccccc1/C=C/C(=O)c1ccccc1 do in these assays?
Myeloid diff MLP: inactive; Salmonella PhoP GFP: 2.0%; T cell HTS: inactive; Large T inhibition: -0.6%; West Nile antiviral: 2.2%; Rac1 GTP hydrolysis: 3.9%; b-catenin transl: 3.1; RSV CPE inhibition: 2.1%; b-catenin transl cell count 5 µM: 996; T cell HTS vesicle-bound %: 26.9; Myeloid diff MLP GFP+ MAC1+ %: 0.2

Bioassay records (PubChem BioAssay)
